Compound activity: PubChem, The Scripps Research Institute Molecular Screening Center
ADAM17 inh = ADAM17 inhibitors, primary screen, biochemical, QFRET | inhibition, % at 6.95 µM | recombinant ADAM17, EDANS/DABCYL FRET peptide cleavage | hit rate 0.83% among 370,000 | Disintegrin and metalloproteinase domain-containing protein 17 (Homo sapiens), P78536;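 active = inhibition above the mean of compounds lying between control limits plus 3 SD, set per campaign, cut at about 8.5% in these data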;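 also: 0% = DMSO-only wells as the low control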
DAX1 inh-1 = DAX1 (NR0B1) inhibitors on StAR promoter, primary screen, cell-based, luminescence, SF-1 (NR5A1), full-length DAX-1; HEK293T StAR-luciferase reporter, SF-1/DAX-1 repression relief; inhibition, % at 6.8 µM; hit rate 1.1% among 370,000; AID 652010, 2013;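 active = inhibition above the mean over all tested compounds plus 3 SD, cut at about 3.6% in these data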;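 also: 0% = DAX-1 cells with DMSO and 100% = cells lacking DAX-1 with DMSO; higher inhibition means more luminescence from relief of DAX-1 repression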
ssDAF-12 act = S. stercoralis DAF-12 nuclear receptor activators, primary screen, cell-based, luminescence, HEK293, GRIP1 co-expression, lit1-tk-luc. hit rate 1% among 370,000. Nuclear hormone receptor DAF-12 (Strongyloides stercoralis). activation, % at 6.8 µM. HEK293 ssDAF-12/GRIP1 lit1-tk-luc reporter; % of 3 µM dafachronic acid response;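 active = activation above the mean over all tested compounds plus 3 SD, cut at about 0.9% in these data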;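 also: 0% = DMSO-only wells and 100% = 3 µM delta7-dafachronic acid wells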
PLCb3 inh = human PLC-beta3 inhibitors, primary screen, biochemical, fluorescence | inhibition, % at 12.2 µM | 1-phosphatidylinositol 4,5-bisphosphate phosphodiesterase beta-3 (Homo sapiens), Q01970 | Purified PLC-beta3, fluorogenic substrate | AID 720704, 2013 | hit rate 0.18% among 370,000; in the data active = inhibition above about 11%;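 also: 0% = median of compound wells on plate and 100% = full blocker control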
Target sequence (Q01970 whole entry, looked up): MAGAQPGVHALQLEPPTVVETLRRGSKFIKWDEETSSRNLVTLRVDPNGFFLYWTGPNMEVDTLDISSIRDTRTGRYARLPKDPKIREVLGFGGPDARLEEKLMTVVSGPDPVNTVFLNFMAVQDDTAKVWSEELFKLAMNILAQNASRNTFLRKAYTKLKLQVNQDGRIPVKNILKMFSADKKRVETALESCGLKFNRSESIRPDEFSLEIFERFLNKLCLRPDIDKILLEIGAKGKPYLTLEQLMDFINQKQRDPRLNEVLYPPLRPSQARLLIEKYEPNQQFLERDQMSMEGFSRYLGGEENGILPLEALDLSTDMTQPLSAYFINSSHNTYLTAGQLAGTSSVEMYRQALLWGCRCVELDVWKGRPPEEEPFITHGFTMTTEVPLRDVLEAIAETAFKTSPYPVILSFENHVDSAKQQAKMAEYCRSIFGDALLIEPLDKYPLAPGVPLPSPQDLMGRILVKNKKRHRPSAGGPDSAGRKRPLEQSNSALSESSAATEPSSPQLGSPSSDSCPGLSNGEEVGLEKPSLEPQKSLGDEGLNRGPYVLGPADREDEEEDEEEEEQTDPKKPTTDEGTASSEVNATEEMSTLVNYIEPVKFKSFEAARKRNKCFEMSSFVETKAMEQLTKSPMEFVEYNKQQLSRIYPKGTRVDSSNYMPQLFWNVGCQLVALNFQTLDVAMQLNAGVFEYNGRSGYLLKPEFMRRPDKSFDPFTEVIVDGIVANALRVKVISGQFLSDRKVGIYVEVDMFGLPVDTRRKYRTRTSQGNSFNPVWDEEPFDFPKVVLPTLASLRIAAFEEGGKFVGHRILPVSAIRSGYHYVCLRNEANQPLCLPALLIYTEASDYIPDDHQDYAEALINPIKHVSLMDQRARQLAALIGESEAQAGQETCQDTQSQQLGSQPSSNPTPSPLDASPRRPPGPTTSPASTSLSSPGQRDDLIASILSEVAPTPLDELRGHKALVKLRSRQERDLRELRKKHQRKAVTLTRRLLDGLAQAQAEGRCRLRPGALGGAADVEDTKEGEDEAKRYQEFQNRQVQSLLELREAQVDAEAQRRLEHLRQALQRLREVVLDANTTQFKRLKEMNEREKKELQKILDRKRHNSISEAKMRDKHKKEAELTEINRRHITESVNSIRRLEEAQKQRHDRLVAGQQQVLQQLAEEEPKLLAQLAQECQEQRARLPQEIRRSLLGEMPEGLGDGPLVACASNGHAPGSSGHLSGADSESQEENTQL
FXN GAA850 act = FXN promoter activators, primary screen, cell-based, luciferase luminescence, HEK293 lucGAA850; HEK293 lucGAA850 FXN promoter luciferase reporter, 24 h; percent of 10 µM SAHA response; activation, % at 6 µM; hit rate 0.56% among 360,000;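 active = activation above the average of all compounds screened plus 3 SD, cutoff fixed separately per campaign, cut at about 7.5% in these data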;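 also: 0% = DMSO wells and 100% = 10 µM SAHA wells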
hgDAF-12 ag = H. glycines DAF-12 receptor agonists, primary screen, cell-based, luminescence, HEK293, GAL4 fusion, UAS-luciferase | Nuclear hormone receptor DAF-12 (Heterodera glycines), GAL4 fusion | HEK293 GAL4-hgDAF12 UAS-luciferase reporter, agonist luminescence; normalized to butyrate control | activation, % at 6.8 µM | hit rate 1.8% among 370,000;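 active = activation above a cutoff set at the mean of all screened compounds plus 3 SD, cut at about 10% in these data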;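 also: 0% = DMSO wells and 100% = sodium butyrate wells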
DAX1 inh-2 = DAX1 (NR0B1) inhibitors, primary screen, cell-based, HEK293, Gal4-DAX1, luciferase luminescence. hit rate 0.99% among 340,000. AID 504766, 2011. HEK293 Gal4-DAX1 luciferase reporter. Nuclear receptor subfamily 0 group B member 1 (Homo sapiens), P51843. inhibition, % at 6.75 µM;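 active = inhibition above the mean over all tested compounds plus 3 SD, cut at about 4.2% in these data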;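 also: 0% = DAX1-transfected cells with DMSO and 100% = empty-vector control cells with DMSO; inhibition shows as a rise in luminescence from relieved DAX1 repression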
sPLA2-III inh = human group III sPLA2 inhibitors, primary screen, biochemical, QFRET, BODIPY PC-A2 liposome substrate; Group 3 secretory phospholipase A2 (Homo sapiens), Q9NZ20; QFRET BODIPY PC-A2 liposome hydrolysis, fluorescence; inhibition, % at 12.2 µM; hit rate 0.56% among 370,000;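 active = inhibition above mean plus 3 SD of compounds lying within the high and low control bounds, cut at about 19% in these data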;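 also: 0% = median of test compound wells and 100% = no enzyme DMSO wells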
hcDAF12 agonist = H. contortus DAF-12 nuclear receptor activators, primary screen, cell-based, luminescence, HEK293, lit1-tk-luc reporter; HEK293 hcDAF-12 lit1-tk-luc reporter; 0% DMSO, 100% Δ7-dafachronic acid; activation, % at 6.8 µM; hit rate 1.4% among 370,000;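 active = activation above the mean of all tested compounds plus 3 SD, cut at about 5.5% in these data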;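 also: 100% = response to 3 µM Δ7-dafachronic acid high control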
ADAM10 inh = human ADAM10 inhibitors, primary screen, biochemical, QFRET, HTS; recombinant ADAM10, EDANS/DABCYL FRET peptide cleavage, 3 h; Disintegrin and metalloproteinase domain-containing protein 10 (Homo sapiens), O14672; inhibition, % at 7 µM; hit rate 0.62% among 370,000;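 active = inhibition above a per-campaign cutoff equal to the mean of compounds falling between control-based bounds plus 3 SD, cut at about 20% in these data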;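 also: 0% = DMSO wells while the 100% control is not disclosed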
PLCg1 inh = PLC-gamma1 enzyme inhibitors, primary screen, biochemical, fluorescence, purified enzyme; hit rate 0.84% among 370,000; inhibition, % at 12.2 µM; fluorogenic substrate; 1-phosphatidylinositol 4,5-bisphosphate phosphodiesterase gamma-1 (Homo sapiens), P19174; in the data active = inhibition above about 9.5%
An asterisk follows results filed as active; i = inactive; . = not tested or not shown. Compounds were not picked by outcome (roughly 6.9% active in at least one column).

SMILES	ADAM17 inh	DAX1 inh-1	ssDAF-12 act	PLCb3 inh	FXN GAA850 act	hgDAF-12 ag	DAX1 inh-2	sPLA2-III inh	hcDAF12 agonist	ADAM10 inh	PLCg1 inh
CC(=O)n1cc(C2CC(=O)OC3=C2CC(=O)C(C)(C)C3)c2ccccc21 (configuration not stated)	-3	0.5	-0.4	3	0.4	-0.9	1.5	-7	1.9	-6	-3
Nc1ccc(C(=O)NC23CC4CC(CC(C4)C2)C3)cc1	-2	0.1	-1.2	-10	1.3	-3.5	-2.2	15	-0.6	0	-3
Cc1ccc(C(=O)OCc2cn(-c3ccccc3)nn2)cc1	1	0.2	-1.0	-1	0.5	1.2	.	-9	-0.8	3	0
Cc1ccc(C(=O)NC(N(C)C)C(Cl)(Cl)Cl)cc1 (configuration not stated)	-6	-0.2	-1.3	-1	0.0	-1.6	-1.6	3	0.2	-10	-2
COC(=O)c1sccc1-n1cccc1C(=O)C(=O)Nc1ccc(F)cc1	6	1.2	0.2	-6	2.0	-0.9	0.3	-4	2.3	-6	-4
CC(=O)C[C@H](O)CC(=O)[C@H]1OC(=O)CCCCCc2ccccc21	-5	0.1	-1.6	-2	0.9	3.7	-0.1	4	-0.9	-15	-1
O=C1CN(C(=O)COC(=O)c2cc(Cl)ccc2[N+](=O)[O-])c2ccccc2N1	-3	0.0	-1.3	-6	0.3	1.9	0.6	11	-0.6	-17	2
NS(=O)(=O)c1ccc(NC(=O)c2ccc3nccnc3c2)cc1	-3	0.0	-0.7	-6	3.1	-0.2	.	-5	-0.4	-2	1
CN(c1ccc(OCC(=O)OCC(=O)Nc2ccccc2F)cc1)S(=O)(=O)c1cccs1	3	-0.3	-0.7	-3	-0.7	3.1	0.6	-7	-0.6	9	-3
O=C(CSc1nc2ccc(N3CCOCC3)cc2c(=O)n1CCc1ccccc1)NCC1CCCO1 (configuration not stated)	-23	-0.5	-1.3	-239	2.7	-0.3	0.2	1	0.7	-68	-134
COC1=C/C(=C/c2c(N)n3nc(CC(=O)N4CCOCC4)sc3nc2=O)C=CC1=O	-16	1.0	-0.6	-54	-1.9	0.7	0.3	-5	-2.2	-58	-35
NCCOc1ccccc1Cc1ccccc1	-4	-0.1	-0.8	1	1.0	1.1	-0.2	3	-0.9	-1	2
Cc1c(C(=O)NC(=S)NCC(C)C)oc2ccccc12	-5	1.5	-0.1	2	2.2	0.6	-0.3	5	-0.5	-2	3
COc1ccc(C(C)=O)cc1CSc1nc2ccccc2c(=O)n1-c1cccc(C)c1	-5	-0.2	-0.8	-2	-0.1	-2.5	-0.1	9	-2.0	-11	-1
CCOC(=O)c1cnc2c(C(F)(F)F)cccc2c1N1CCOCC1	-2	0.9	-1.3	-2	1.6	-1.8	0.1	9	-1.4	-4	-1
CN1C(=O)CN2CCc3ccccc3C2c2cc(Cl)ccc21 (configuration not stated)	-4	1.2	0.0	-3	.	-0.5	.	9	4.0	-11	-1
CC(C(=O)NC1CCCC1)N(C(=O)Cn1nnc(-c2ccc(F)cc2)n1)c1ccccc1F (configuration not stated)	-6	-1.4	-2.0	-8	-2.5	-5.9	-3.1	-5	-4.2	6	0
COC(=O)c1c(C)[nH]c(C(=O)/C=C/c2ccccc2)c1C	-3	0.7	-0.2	5	2.7	5.2	1.3	3	4.0	5	3
COC(=O)c1ccc(-n2c(C)cc(-c3csc(NC(=O)c4ccc(S(=O)(=O)N(C)C)cc4)n3)c2C)cc1	-1	-0.2	-1.8	-14	1.1	0.9	-1.7	-3	0.2	2	-10
Cc1ccc(C(=O)COC(=O)CNS(=O)(=O)c2ccccc2)cc1[N+](=O)[O-]	-1	-0.6	-1.4	4	-0.1	-1.8	-0.3	3	-0.5	-3	0
COc1ccc(S(=O)(=O)NCCSCc2ccccc2C)cc1Br	6	0.5	-1.6	-5	2.2	-0.6	1.0	-23	0.0	9	-2
O=C(c1ccc(F)cc1Cl)N(Cc1ccccn1)CC1CCCO1 (configuration not stated)	-2	0.3	-0.9	4	.	31*	.	7	-1.8	1	6
CC(=O)c1c(C)c2c(n1CCN(C)C)CCCC2	-3	-0.1	-1.5	2	1.5	2.5	1.2	-2	-0.4	1	2
O=C(CSc1nc2ncccc2[nH]1)Nc1c(F)cc(F)cc1Br	1	-1.0	-1.6	-6	-2.8	-0.6	0.8	-4	2.1	-7	0
CSCC[C@H](NC(=O)c1cccc(S(=O)(=O)N2CCCCCC2)c1)c1nc2ccccc2[nH]1	0	-2.2	-1.1	4	-4.8	2.2	-1.3	-15	-2.6	-3	-1
O=C(O)c1nccnc1C(=O)Nc1ccc(Cl)cc1Cl	-3	0.1	-1.2	-7	0.8	-1.3	-1.4	0	-1.3	-10	0
CCN(CC)CCn1c(=N)n(CC(O)COc2ccccc2)c2ccccc21 (configuration not stated)	2	-0.1	-1.4	-4	1.4	3.2	1.7	-2	-0.8	2	3
CN(CC(=O)Nc1ccccc1Cl)C(=O)COC(=O)/C=C/c1cccc(C(F)(F)F)c1	0	1.4	-1.2	-6	1.1	0.4	0.2	6	0.4	-6	-6
CCc1nn(CC(=O)N2CCC(C(N)=O)CC2)c(=O)c2cc3occc3n12	-1	0.2	-1.4	-6	3.0	1.6	1.0	2	-0.7	-6	-1
Cc1ccc(CN2CCN(Cc3ccccc3)C(CCO)C2)s1 (configuration not stated)	-2	-0.2	-1.7	1	1.4	-0.3	-0.2	3	-2.5	0	-4
CCCC(=O)Nc1cccc(Oc2ccc3c(c2)C(=O)NC3=O)c1	-4	0.0	-0.8	-7	-1.2	0.9	0.7	-2	-2.7	2	1
CC(=O)NC1CC2CCCC(C1)N2C(=O)Nc1cccc(C(C)=O)c1 (configuration not stated)	0	0.0	-1.1	-4	3.8	2.9	2.7	-9	0.1	6	2
O=C(CSc1nc2ccccc2o1)Nc1nc2c(s1)CCCC2	-1	-2.1	-2.6	-10	-6.9	-8.1	-0.3	-6	-2.9	-8	1
COCCn1c(-c2ccc(C)cc2)nc2c(c(=O)c3ccccc3n2C)c1=O	-6	-0.5	-1.5	-21	-2.5	-3.9	0.0	1	-2.2	-4	-9
Cc1nn(C)cc1CNC(=O)C1C2CCC(C2)C1C(=O)O (configuration not stated)	1	0.6	-1.0	1	.	1.6	.	-4	-0.4	-2	1
Cc1cc(Br)cn2c(Cc3ccccc3)c(C3CCCCC3)nc12	0	0.2	-0.7	2	.	2.5	.	-16	1.7	0	-1
CCCc1nc2sc3c(SCC(=O)NCc4ccco4)ncnc3c2c2c1CCC2	-3	0.5	-1.0	6	2.1	-0.1	1.1	-4	-1.1	-7	4
COc1ccc(N2CCOCC2)c(NC(=O)c2cccnc2)c1	-6	-0.2	-1.1	-10	2.8	1.2	0.3	4	-1.9	-4	1
CC(C)N1CC(C(=O)O)CC1=O (configuration not stated)	4	-0.2	-0.6	1	2.5	-1.0	0.6	0	-1.0	-5	2
CCCC[C@@H]1CNCCN1CCCc1cc(OC)c(OC)c(OC)c1	1	1.0	-1.1	3	0.6	2.7	1.2	2	-1.1	-5	0
COc1ccccc1NC(=O)Oc1ccc(C(C)=O)cc1	-2	-0.7	-0.9	2	-1.1	0.3	1.4	5	-1.6	-5	0
Cc1ccccc1OCC(=O)N/N=C/c1ccco1	-3	0.0	-1.3	-2	-1.2	-0.1	-0.6	7	1.1	-3	0
CC1CN(c2ccccc2)CCN1Cc1nc(Cc2ccccc2)no1 (configuration not stated)	0	0.3	-1.4	-1	2.9	-2.4	0.1	-1	-1.4	2	1
Cc1ccc(C)n1-c1ncn[nH]1	-3	0.5	-1.2	0	-2.1	-1.5	-0.3	-5	-1.1	-7	-1
Cc1csc2nc(CNS(=O)(=O)c3ccc4c(c3)CCCC4)cn12	1	0.1	-1.1	5	-1.3	-0.6	-0.1	1	0.2	-7	2
COc1ccccc1NC(=O)Cc1nnc(SCC(=O)NC2CCCCC2C)n1C (configuration not stated)	2	0.3	-1.2	3	0.9	-0.7	-0.6	-2	1.1	-2	7
CC(CN(C)Cc1nc(Cc2cccc(C(F)(F)F)c2)no1)CN1CCCC1 (configuration not stated)	-4	-0.1	-1.3	-1	-1.1	0.4	0.9	1	-1.1	-9	1
O=C(O)CCN1C(=O)c2ccc(NC(=O)Cc3ccc(Cl)cc3)cc2C1=O	-170	0.4	-0.8	i	-0.3	3.0	1.8	7	-1.9	-479	-449
CCOC(=O)CNC(=O)C1Cc2ccccc2CN1S(=O)(=O)c1cccs1 (configuration not stated)	-2	0.4	-1.8	-3	0.7	-0.4	-0.7	-5	-0.6	-7	0
CCN1CCc2c(sc(NC(=O)C3CCCCC3)c2C(=O)OC)C1	-4	-1.4	-0.4	0	4.7	0.5	-0.3	-4	-2.7	-11	1
Cc1cc(C)n(CC(=O)NCc2ccccc2)c(=O)c1C#N	-6	0.0	-0.7	-3	1.2	0.8	1.6	-1	1.6	-9	-3
Cn1c(CCNC(=O)c2ccccc2F)nnc1SCc1nc2ccccc2c(=O)[nH]1	7	0.6	-1.5	1	-2.5	1.5	-0.6	-1	1.1	-7	3
CCCCn1nnc(NC(=O)Cc2ccc(Cl)cc2)n1	-7	0.6	-1.1	0	1.0	-1.2	-0.6	-7	-0.8	-4	-2
COc1ccc2cc(CN(C(=O)Nc3ccccc3OC)C3CCCC3)c(=O)[nH]c2c1	-4	-0.1	-1.6	4	-13	0.3	0.3	-7	-1.4	-4	0

A second format for 2 compounds above.
molecule,ADAM17 inh,DAX1 inh-1,ssDAF-12 act,PLCb3 inh,FXN GAA850 act,hgDAF-12 ag,DAX1 inh-2,sPLA2-III inh,hcDAF12 agonist,ADAM10 inh,PLCg1 inh
Cc1nn(C)cc1CNC(=O)C1C2CCC(C2)C1C(=O)O (configuration not stated),1,0.6,-1.0,1,.,1.6,.,-4,-0.4,-2,1
Cc1cc(C)n(CC(=O)NCc2ccccc2)c(=O)c1C#N,-6,0.0,-0.7,-3,1.2,0.8,1.6,-1,1.6,-9,-3
